From PubChem
ABCB6 inh MLPCN: inhibitors of human ABC transporter ABCB6 | fluorescence ratio to DMSO, % at 10 µM | Q9NP58 | 360,000 compounds, 0.19% hits | AID 602162 | K562-ABCB6 porphyrin accumulation, flow cytometry, 1 h; hits give low values;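 active = fluorescence ratio to DMSO below 75%, the collection mean minus 3 SD; inconclusive = too few cells collected in the well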;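 also: signal is porphyrin accumulated inside mitochondria; 100% equals median channel fluorescence of DMSO control wells; lower ratio means ABCB6 inhibition with less porphyrin fluorescence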
Target sequence (Q9NP58 whole entry, looked up): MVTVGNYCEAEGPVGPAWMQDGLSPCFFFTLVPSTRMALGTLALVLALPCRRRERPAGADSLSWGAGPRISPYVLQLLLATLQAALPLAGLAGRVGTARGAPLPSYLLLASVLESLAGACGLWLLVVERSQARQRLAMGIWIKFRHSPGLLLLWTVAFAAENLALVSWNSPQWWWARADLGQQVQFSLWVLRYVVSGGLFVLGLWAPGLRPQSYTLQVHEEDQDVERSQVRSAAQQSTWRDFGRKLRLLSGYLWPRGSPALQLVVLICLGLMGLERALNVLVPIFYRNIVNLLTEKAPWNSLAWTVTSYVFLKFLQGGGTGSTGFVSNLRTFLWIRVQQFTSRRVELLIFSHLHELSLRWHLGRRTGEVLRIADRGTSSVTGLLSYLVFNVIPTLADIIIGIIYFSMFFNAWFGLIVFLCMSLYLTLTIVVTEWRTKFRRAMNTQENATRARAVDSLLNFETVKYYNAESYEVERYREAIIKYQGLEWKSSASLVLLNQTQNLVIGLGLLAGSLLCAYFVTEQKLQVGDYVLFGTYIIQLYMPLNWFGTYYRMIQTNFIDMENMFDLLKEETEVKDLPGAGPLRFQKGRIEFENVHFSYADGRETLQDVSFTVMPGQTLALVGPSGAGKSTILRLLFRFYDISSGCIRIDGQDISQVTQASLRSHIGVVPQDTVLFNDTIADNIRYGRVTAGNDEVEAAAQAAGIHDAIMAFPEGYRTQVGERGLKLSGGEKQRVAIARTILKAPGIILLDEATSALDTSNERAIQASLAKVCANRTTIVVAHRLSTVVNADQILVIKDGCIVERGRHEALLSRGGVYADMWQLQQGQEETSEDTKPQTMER
MC4R ag barr: activates human MC4R beta-arrestin recruitment | P32245 | U2OS MC4R beta-arrestin complementation, luminescence; percent of melanotan II response, DMSO zero | activation, % at 8.9 µM | 360,000 compounds, 0.98% hits;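 active = activation above a per-plate cutoff, the mean activation of sample wells on that plate plus 3 SD, cut at about 8% in these data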
ABHD5-PLIN5 inh: ABHD5-PLIN5 protein interaction inhibition. Q00G26+Q8WTS1. Split G. princeps luciferase complementation, luminescence, 4 h. inhibition, % at 4 µM. 360,000 compounds, 0.78% hits. AID 602281;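 active = inhibition above the mean inhibition across every tested compound plus 3 SD, cut at about 22% in these data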;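 also: 0% = DMSO only wells and the 100% control is not disclosed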
NOD2-RIPK2 inh: blocks binding of human NOD2 to RIPK2; inhibition, % at 4.98 µM; 360,000 compounds, 0.38% hits; O43353; CHO BLA complementation NOD2-RIPK2, CCF4 ratio; AID 624267; in the data active = inhibition above about 21%;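 also: 0% = vehicle only and 100% = reference blocker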
N-glyco inh: N-linked glycosylation inhibition | 360,000 compounds, 0.23% hits | AID 588692 | reporter increase, % at 12.5 µM | D54 ERlucT glycosylation luciferase reporter, 24 h; percent of 100 nM tunicamycin response;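 active = mean luciferase reporter signal, scaled so untreated is 0 and the glycosylation-blocking control 100, at or above a set limit in every replicate; inconclusive = mean reaches the limit but not every replicate does; inactive = mean below the limit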;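 also: luciferase carries N-glycosylation sites so blocking glycosylation raises the light; 0% = median of neutral control wells and 100% = median of 100 nM tunicamycin wells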
Cardio protect: modulators protecting cardiomyocytes from myocardial damage | protection from H2O2 cell death, % at 20 µM | H9c2 cardiomyocytes, H2O2 injury protection, ATPLite, 2 h | 360,000 compounds, 0.63% hits;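 active = compounds giving at least 50% protection of heart cells from peroxide-induced death in the single-dose screen, raw or plate-pattern-corrected value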;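 also: 0% = DMSO wells with peroxide and 100% = DMSO wells without peroxide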
NCOA2 inhibitor: human SRC2 (NCOA2) inhibition. AID 651957. inhibition, % at 9 µM. HEK293 GAL4-SRC2 luciferase reporter, luminescence. 370,000 compounds, 0.17% hits. Q15596;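 active = inhibition above the mean inhibition of all tested compounds plus 3 SD, set per campaign, cut at about 52% in these data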;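 also: 0% = DMSO treated cells and 100% = cells given Gossypol at 36 µM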
HTR2A ag: agonists of mouse serotonin 5-HT2A receptor (HTR2A). 360,000 compounds, 0.66% hits. P35363. CHO-K1 mHTR2A beta-arrestin complementation, luminescence; percent of 30 µM serotonin response. activation, % at 7.6 µM. AID 624169;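 active = activation above a run cutoff, the mean activation of all tested compounds plus 3 SD, cut at about 14% in these data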;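 also: 0% = plate median of compound wells and 100% = 30 µM serotonin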
TLR9-MyD88 inh: inhibitors of human TLR9-MyD88 binding; CHO BLA complementation TLR9-MyD88, CCF4 FRET ratio; inhibition, % at 4.98 µM; 340,000 compounds, 0.21% hits;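 active = inhibition above the mean over all tested compounds plus 3 SD, cut at about 21% in these data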;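 also: 0% = DMSO only wells and 100% = clavulanate BLA inhibitor control wells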
MC4R antag cAMP: blocks human MC4R cAMP signaling; 360,000 compounds, 0.48% hits; MC4R-expressing cells, MTII-stimulated cAMP, LANCE TR-FRET; P32245; inhibition, % at 6.5 µM;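 active = inhibition above its plate's cutoff, the mean of tested wells on that plate plus 3 SD, cut at about 29% in these data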;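 also: 0% = Melanotan II alone and 100% = Melanotan II plus saturating MCL0020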
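Assay system: U2OS cells stably expressing human melanocortin 4 receptor (MC4R) / Dosing: 6.5 µM / Timing: compound 30 min, challenge 1 h, detection 1 h / Measured by: Eu-cAMP/anti-cAMP TR-FRET, emission 671 nm / Replicates: singlicate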
* = called active by the depositor; ? = inconclusive; . = not tested or not shown.

SMILES | ABCB6 inh MLPCN | MC4R ag barr | ABHD5-PLIN5 inh | NOD2-RIPK2 inh | N-glyco inh | Cardio protect | NCOA2 inhibitor | HTR2A ag | TLR9-MyD88 inh | MC4R antag cAMP
O=C1CCC(=O)N1c1ccc(NCCc2ccccc2F)c([N+](=O)[O-])c1 | 95 | 1.2 | 2 | -9 | -1 | 42 | -1 | 3 | -6 | 3
O=S(=O)(Nc1cccc2nsnc12)c1ccccc1 | 101 | -2.4 | -5 | -8 | 0 | -1 | -20 | 0 | 0 | 3
Cc1cccc(/C=N/NC(=O)c2cc(Br)ccc2O)n1 | 98 | -3.9 | 2 | -5 | 2 | -8 | -9 | -2 | 3 | 8
CC1=C(C(=O)N(C)C)CC(CC(=O)NCCN2CCOCC2)C(=O)N1CCCN1CCCC1=O (stereo not given) | 100 | . | -1 | -11 | 4 | 0 | 9 | 3 | . | .
Cc1ccc(SCC(=O)OC(C)C(=O)NCc2ccccc2)cc1C (stereo not given) | 104 | 3.8 | -2 | 3 | 0 | -2 | -15 | -5 | -14 | 0
O=C(NCCc1ccc(Cl)cc1)c1ccc2c(c1)OCCO2 | 95 | -0.7 | 0 | -8 | -11 | -6 | -52 | -1 | -4 | -5
CN1CCC(OC(=O)c2ccco2)CC1 | 104 | 0.1 | 6 | 0 | 2 | 3 | -2 | 0 | 0 | 17
c1ccc2c(c1)OCCOCCOc1ccccc1OCCOCCO2 | 101 | 0.5 | 1 | -10 | -1 | -8 | 13 | 7 | 6 | 6
Cn1c(=O)c2c(SCC(=O)NCc3ccco3)nc(CC(C)(C)C)nc2n(C)c1=O | 99 | -0.2 | 8 | 5 | -2 | 10 | 5 | 0 | -4 | 17
COC(=O)c1ccc(COn2c(=O)c(C)[n+]([O-])c3ccccc32)cc1 | 88 | -2.0 | 0 | -5 | 1 | 15 | 24 | -2 | -12 | 0
COc1ccc(-c2nnn(CC(=O)N(CC(=O)NCCC(C)C)Cc3cccs3)n2)cc1OC | ? | -1.0 | 8 | -3 | 0 | -4 | 6 | 3 | 0 | -1
O=C(CCc1ccc(S(=O)(=O)NCCc2ccccc2)cc1)NCc1ccc2c(c1)OCO2 | 102 | -0.1 | -3 | 6 | -5 | -10 | 14 | -4 | 6 | 13
CC(=O)NNS(=O)(=O)c1scc(S(=O)(=O)c2ccc(Cl)cc2)c1C | 77 | 0.2 | -7 | -3 | 0 | -1 | 14 | -1 | -5 | 15
CC1N(C(=O)N2CCOCC2)CCN1S(=O)(=O)c1cccc(C(F)(F)F)c1 (stereo not given) | 95 | -0.6 | 5 | 5 | 2 | 2 | 3 | 1 | -3 | 13
Cc1cc(=O)[nH]c(N/N=C/c2c(F)c(F)c(F)c(F)c2F)n1 | 95 | -0.4 | 3 | -3 | -1 | 2 | -6 | -2 | -3 | 29*
COc1ccc(-c2nnc3n2-c2ccccc2SC3)cc1OC | 118 | 1.7 | -1 | -4 | 0 | 7 | -30 | 3 | -8 | -1
O=C(NCC1CCCN(C(=O)NCc2ccccc2)C1)c1ccc2c(c1)OCO2 (stereo not given) | 94 | -3.5 | -2 | 8 | -2 | -6 | -23 | 0 | 1 | -1
Cc1ccc(-c2noc(CSc3nnnn3-c3ccccc3)n2)cc1 | 99 | -2.0 | 2 | -4 | 1 | -11 | -19 | 0 | 8 | 6
Nn1c(Cc2cccc3ccccc23)nnc1SCCOc1ccc(F)cc1 | 98 | 3.3 | 0 | 6 | -1 | -5 | -9 | -1 | 4 | -2
COc1ccc(-c2ccc(SCC(=O)N3CCN(c4ccccc4)CC3)nn2)cc1 | 97 | -1.5 | 0 | 1 | 0 | -6 | 17 | 7 | 0 | 1
NC(=O)C[C@H](NC(=O)c1ccc(Cl)cc1)C(=O)OCc1ccccc1 | 98 | -2.9 | 11 | -11 | 0 | 12 | 22 | 2 | 1 | 13
CC(C)(C)C(=O)C[n+]1ccc(C(N)=O)cc1 | 99 | -1.3 | 2 | -10 | 0 | 5 | 26 | -1 | 2 | 17
Cc1ccc(C(=O)N(CCN2CCCCC2)CC2CCCN(C3CCCC3)C2)s1 (stereo not given) | 98 | -3.6 | -3 | 1 | -4 | 7 | -38 | -7 | -7 | 4
O=C1NC(=O)/C(=C/c2ccc(-c3cccc([N+](=O)[O-])c3)o2)S1 | 93 | 0.9 | -3 | -5 | 4 | -2 | -26 | 6 | 9 | 0
COc1cccc(NC(=O)COC(=O)/C=C/c2c(C)nn(-c3ccccc3)c2C)c1 | 90 | -1.4 | -3 | -5 | 0 | 14 | 5 | -6 | -2 | -4

The final two records of the section above open the next one:
SMILES | ABCB6 inh MLPCN | MC4R ag barr | ABHD5-PLIN5 inh | NOD2-RIPK2 inh | N-glyco inh | Cardio protect | NCOA2 inhibitor | HTR2A ag | TLR9-MyD88 inh | MC4R antag cAMP
O=C1NC(=O)/C(=C/c2ccc(-c3cccc([N+](=O)[O-])c3)o2)S1 | 93 | 0.9 | -3 | -5 | 4 | -2 | -26 | 6 | 9 | 0
COc1cccc(NC(=O)COC(=O)/C=C/c2c(C)nn(-c3ccccc3)c2C)c1 | 90 | -1.4 | -3 | -5 | 0 | 14 | 5 | -6 | -2 | -4
CCOc1cc(/C=C2/NC(=O)NC2=O)cc([N+](=O)[O-])c1O | 96 | -0.5 | 10 | -5 | 2 | 9 | -24 | -4 | 2 | -35
CC1CCCC(NC(=O)c2ccc3c(c2)NC(=O)CS3)C1C (stereo not given) | 102 | -3.2 | -2 | -7 | -1 | -6 | -8 | -2 | -15 | 17
O=C(NCc1ccc(Cl)cc1)c1ccc(-c2ccc(F)c(F)c2)c2ccoc12 | 98 | 0.2 | -7 | -3 | -4 | -4 | -3 | -9 | . | 14
COc1ccc(CNC(=O)CN(C(=O)c2snc(C(N)=O)c2N)c2ccccc2F)cc1 | 93 | 0.7 | 2 | -1 | -1 | 13 | 5 | -1 | 0 | -6
COC(=O)CSc1nnc(CNC(=O)c2ccc(S(=O)(=O)N3CCCCC3)cc2)n1C | 99 | 0.3 | 2 | 1 | -1 | 7 | 12 | 1 | 8 | -1
Nc1nc(-c2ccc(Cl)cc2)nc(-c2ccc(Cl)cc2)n1 | 97 | 1.8 | 4 | -1 | 1 | -9 | -7 | -3 | -10 | 11
O=C1Nc2ccc(Br)cc2/C1=N\N=C\C1=C(N2CCOCC2)C(=C/c2ccccc2)/CC1 | 96 | -1.9 | -2 | 4 | 6 | -6 | 4 | -3 | -1 | -1
CCc1nc2ccc(C(=O)Nc3cccc(OCC(=O)N(C)C)c3)cn2c1N(CCN(C)C)CC1CC1 | 100 | -1.1 | 2 | -9 | 1 | 5 | 3 | 5 | . | 4
CC1(C)Cc2c(cnn2-c2ccc(F)cc2)C(NC(=O)CCCN2CCCCC2=O)C1 (stereo not given) | 95 | -3.2 | 4 | -11 | 0 | 12 | -17 | -4 | 8 | 2
O=C(O)CC(NCc1ccco1)C(=O)OCCc1ccccc1 (stereo not given) | 97 | 0.6 | -1 | -11 | 2 | 3 | -26 | -2 | 11 | 2
Cc1cc(C)c(N2C(=NC(=O)CCCC(=O)O)SC3CS(=O)(=O)CC32)c(C)c1 (stereo not given) | 100 | -0.5 | 1 | -1 | 1 | 9 | 1 | -2 | 3 | 7
COC(=O)C(C(=O)OC)c1ccccc1CNS(=O)(=O)c1ccc(C)cc1 | . | . | -10 | -10 | . | . | -15 | 5 | . | .
COc1ccc(Cl)cc1/C=C1/C(=O)ON=C1C | 99 | -1.4 | 8 | 8 | 5 | -3 | -1 | -1 | 1 | 9
COc1ccc(CN2CCc3ccccc3C2)cc1Br | 101 | 2.0 | 2 | -3 | 0 | -8 | -28 | -3 | 2 | 8
Cc1cc(C)cc(NC(=O)Nc2ccc(Cl)cn2)c1 | 102 | -0.6 | -5 | 4 | 0 | -3 | 1 | -1 | -1 | -5
COc1ccc(Cl)cc1-c1nc(SCC(=O)NC(C)C)n[nH]1 | 98 | 0.1 | 6 | -11 | 2 | -3 | 8 | 4 | -6 | 3
Cc1cccnc1CCNC(=O)C1CCC(=O)N(Cc2cccc(F)c2)C1 (stereo not given) | 93 | 0.3 | 1 | -7 | -1 | 0 | -23 | 0 | -7 | 3
CCn1c(C(C)NC(=O)c2cccs2)n[nH]c1=S (stereo not given) | 100 | 1.5 | -1 | -9 | 2 | 0 | 3 | 8 | 2 | -4
NC(=O)C1Cc2ccccc2CN1C(=O)c1cccc(Oc2ccccc2)c1 (stereo not given) | 98 | -1.1 | 8 | 2 | -5 | -5 | -7 | -6 | -2 | 1
Cc1ccccc1C(=O)Nc1ccc(N2CCN(C)CC2)nc1 | 102 | 0.0 | -2 | -6 | 3 | -2 | -18 | 1 | 4 | 0
CN(C)c1ccc(/C=N/NC(=O)c2ccccn2)cc1 | 104 | -2.4 | -11 | -2 | -16 | -15 | -26 | -3 | 2 | 15
Cc1ccc(C(=O)OCC(=O)NNC(=O)c2ccc([N+](=O)[O-])cc2)o1 | 98 | -5.2 | 1 | -3 | 0 | 4 | -5 | 1 | -4 | 0

Ten entries from above, tab-delimited:
canonical_smiles	ABCB6 inh MLPCN	MC4R ag barr	ABHD5-PLIN5 inh	NOD2-RIPK2 inh	N-glyco inh	Cardio protect	NCOA2 inhibitor	HTR2A ag	TLR9-MyD88 inh	MC4R antag cAMP
COC(=O)c1ccc(COn2c(=O)c(C)[n+]([O-])c3ccccc32)cc1	88	-2.0	0	-5	1	15	24	-2	-12	0
COc1ccc(-c2nnn(CC(=O)N(CC(=O)NCCC(C)C)Cc3cccs3)n2)cc1OC	?	-1.0	8	-3	0	-4	6	3	0	-1
O=C(CCc1ccc(S(=O)(=O)NCCc2ccccc2)cc1)NCc1ccc2c(c1)OCO2	102	-0.1	-3	6	-5	-10	14	-4	6	13
CC(=O)NNS(=O)(=O)c1scc(S(=O)(=O)c2ccc(Cl)cc2)c1C	77	0.2	-7	-3	0	-1	14	-1	-5	15
CC1N(C(=O)N2CCOCC2)CCN1S(=O)(=O)c1cccc(C(F)(F)F)c1 (stereo not given)	95	-0.6	5	5	2	2	3	1	-3	13
Cc1cc(=O)[nH]c(N/N=C/c2c(F)c(F)c(F)c(F)c2F)n1	95	-0.4	3	-3	-1	2	-6	-2	-3	29*
COc1ccc(-c2nnc3n2-c2ccccc2SC3)cc1OC	118	1.7	-1	-4	0	7	-30	3	-8	-1
O=C(NCC1CCCN(C(=O)NCc2ccccc2)C1)c1ccc2c(c1)OCO2 (stereo not given)	94	-3.5	-2	8	-2	-6	-23	0	1	-1
Cc1ccc(-c2noc(CSc3nnnn3-c3ccccc3)n2)cc1	99	-2.0	2	-4	1	-11	-19	0	8	6
Nn1c(Cc2cccc3ccccc23)nnc1SCCOc1ccc(F)cc1	98	3.3	0	6	-1	-5	-9	-1	4	-2

Some of the compounds tested. The share of hits here may be higher or lower than overall.
